Screens: PubChem, The Scripps Research Institute Molecular Screening Center
UHRF1 binding = blocks human UHRF1 binding to methylated DNA | Q96T88 | inhibition, % at 4.4 µM | UHRF1 binding to methylated oligo, TR-FRET | AID 687016 | hit rate 0.75% among 370,000; in the data active = inhibition above about 21%;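 note: UHRF1 SRA domain binding a hemimethylated CpG hairpin DNA probe; 0% = median of test compound wells and 100% = reference inhibitor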
proKLK7 act = activators of human kallikrein-7 zymogen; P49862; purified proKLK7, EDANS-DABCYL substrate fluorescence; 100% is mature enzyme control, 0% vehicle; activation, % at 7 µM; hit rate 0.9% among 370,000;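 active = activation above the mean of all tested compounds plus 3 SD, computed per campaign excluding outliers beyond control limits, cut at about 13% in these data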
Target sequence (P49862 whole entry, looked up): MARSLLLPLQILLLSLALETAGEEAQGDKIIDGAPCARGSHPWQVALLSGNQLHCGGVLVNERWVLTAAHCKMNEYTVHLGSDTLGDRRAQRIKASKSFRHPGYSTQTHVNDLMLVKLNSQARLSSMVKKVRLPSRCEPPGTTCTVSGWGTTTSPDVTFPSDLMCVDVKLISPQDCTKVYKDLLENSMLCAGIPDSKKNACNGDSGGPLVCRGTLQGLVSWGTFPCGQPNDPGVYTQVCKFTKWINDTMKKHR
DDE Tn7 FP inh = disrupts Tn7 cyclic peptide binding to fibrin D-Dimer-E complex; AID 720508; inhibition, % at 8.3 µM; P02675; FP displacement of FITC-Tn7 peptide from fibrin DD(E); 0% = median of compound wells per plate; hit rate 0.13% among 370,000;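 active = inhibition above the mean of compounds falling within the control limits plus 3 SD of them, cut at about 14% in these data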;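 note: 0% = plate median of compound wells and 100% = 10 µM Aha-Tn7 peptide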
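Test system – human fibrin DD(E) · Times – 10 min preincubation, 3 h with tracer, room temperature · Detection – fluorescence polarization of the labelled Tn7 tracer · Measure – percent inhibition normalized to high-control wells · Benchmarks – high control wells with 10 µM unlabelled Aha-Tn7 peptide (full inhibition) · Repeats – singlicate testing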
SIAE inh = human SIAE inhibition, primary screen; AID 1053197; hit rate 0.69% among 370,000; SIAE FP-Rh probe binding, fluorescence polarization; Q9HAT2; inhibition, % at 9.66 µM;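 active = inhibition above a cutoff: mean of compounds within the control limits plus 3 SD of those, cut at about 17% in these data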;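 note: 0% = plate median of compound wells and 100% = probe without SIAE protein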
MBD2 DNA inh = inhibitors of human MBD2 binding to methylated oligonucleotide | Q9UBB5 | TR-FRET | inhibition, % at 4.4 µM | hit rate 0.31% among 370,000 | AID 686964; in the data active = inhibition above about 13%
Target sequence (Q9UBB5 whole entry, looked up): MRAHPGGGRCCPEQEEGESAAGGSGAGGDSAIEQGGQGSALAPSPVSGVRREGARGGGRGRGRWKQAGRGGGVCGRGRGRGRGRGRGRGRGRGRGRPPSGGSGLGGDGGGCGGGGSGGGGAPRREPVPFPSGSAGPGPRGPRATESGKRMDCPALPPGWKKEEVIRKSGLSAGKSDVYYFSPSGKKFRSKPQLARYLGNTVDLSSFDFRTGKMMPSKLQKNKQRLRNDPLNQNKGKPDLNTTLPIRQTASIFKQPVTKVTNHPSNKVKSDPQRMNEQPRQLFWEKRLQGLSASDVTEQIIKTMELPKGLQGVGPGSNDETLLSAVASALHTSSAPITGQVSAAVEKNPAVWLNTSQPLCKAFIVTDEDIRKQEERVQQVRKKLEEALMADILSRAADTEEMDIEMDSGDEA
TDP2 inh = TDP2 (human) inhibition, absorbance primary screen; recombinant TDP2, T5PNP hydrolysis, p-nitrophenol absorbance 415 nm; inhibition, % at 12.8 µM; hit rate 0.34% among 370,000;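 active = inhibition above the mean of all tested compounds plus 3 SD, set per campaign, cut at about 25% in these data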;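 note: 0% = DMSO with enzyme and 100% = buffer with substrate but no TDP2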
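Test system: human TDP2 enzyme; Input: 120 nM TDP2 per well; Buffer or medium: Mg2+-containing Tris-HCl buffer, pH 7.5; Reagent: 5 mM T5PNP; Dosing: 12.8 µM single point, 1% DMSO; Incubation: reaction 2 h, 37 °C; Detection: p-Nitrophenol epi absorbance; Read-out: % inhibition relative to enzyme-containing and enzyme-free wells; Replicates: single well per compound.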
TCR CD3 inh = blocks the human TCR-CD3 interaction; TAMRA-labeled TCR probe fluorescence, biochemical; inhibition, % at 9.4 µM; hit rate 0.37% among 360,000; in the data active = inhibition above about 19%;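 note: recombinant mutant TCR 2C K166C tagged with TAMRA read by polarization; 0% = receptor in buffer alone and 100% = receptor with positive control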
LEDGF integ inh = blocks HIV-1 LEDGF/p75-dependent DNA integration | hit rate 0.64% among 370,000 | inhibition, % at 3.7 µM | AID 743269 | TR-FRET IN-LEDGF/p75 DNA integration, Eu/Cy5;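 active = inhibition above the screen-wide mean plus 3 SD, cut at about 13% in these data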;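 note: signal is the Cy5 over europium emission ratio at 671 and 618 nm; 0% = plate median of compound wells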
PRMT1 inh = blocks human protein arginine methyltransferase 1; recombinant PRMT1, activity-based probe fluorescence polarization; Q99873; inhibition, % at 2.79 µM; hit rate 1.3% among 370,000;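 active = inhibition above about 21% made by adding two undisclosed values, limit read from the data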
Target sequence (Q99873 whole entry, looked up): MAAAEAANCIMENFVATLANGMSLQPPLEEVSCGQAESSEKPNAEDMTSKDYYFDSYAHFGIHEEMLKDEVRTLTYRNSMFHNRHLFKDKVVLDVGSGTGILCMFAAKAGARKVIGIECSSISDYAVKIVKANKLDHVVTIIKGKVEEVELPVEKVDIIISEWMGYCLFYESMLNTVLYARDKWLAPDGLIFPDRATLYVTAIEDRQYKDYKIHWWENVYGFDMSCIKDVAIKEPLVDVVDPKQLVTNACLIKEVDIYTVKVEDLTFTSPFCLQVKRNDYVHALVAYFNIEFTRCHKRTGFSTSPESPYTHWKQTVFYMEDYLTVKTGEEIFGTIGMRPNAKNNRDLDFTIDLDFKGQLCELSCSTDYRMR
Tn6 DDE FP = inhibitors of Tn6 peptide binding to human fibrin DD(E); hit rate 0.21% among 370,000; AID 720509; inhibition, % at 8.3 µM; Fibrin DD(E) TRITC-Tn6 fluorescence polarization displacement; P02675;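 active = inhibition above a per-campaign cutoff: mean of compounds within control limits plus 3 SD, cut at about 15% in these data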;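 note: 0% = median of all compound wells on the plate and 100% = blocking peptide control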
The depositor's hits bear a star.

SMILES	UHRF1 binding	proKLK7 act	DDE Tn7 FP inh	SIAE inh	MBD2 DNA inh	TDP2 inh	TCR CD3 inh	LEDGF integ inh	PRMT1 inh	Tn6 DDE FP
COc1ccc(S(=O)(=O)NCC2CC3C=CC2C3)cc1OC (stereo not given)	2	-0.2	-3	2	-1	-3	2	4	-3	6
Cc1nn2c(Nc3ccccc3)c3c(nc2c1-c1ccccc1)CCC3	0	0.2	5	-4	2	2	6	-1	-7	2
C[C@@H]1CN([C@H](C)CO)C(=O)c2c(c3ccccc3n2C)-c2ccccc2CO[C@H]1CN(C)Cc1cccc(C(=O)O)c1	0	0.3	8	1	-5	2	4	1	-2	6
CC(C)CN(CCCNC(=O)CC1Oc2ccccc2NC1=O)CC(C)C (stereo not given)	-2	-0.1	-2	-3	3	-11	-7	1	-4	-1
C[C@H](NC(=O)C1CC(=O)N(c2ccc3c(c2)OCO3)C1)C(=O)NC1CCCC1 (stereo not given in full)	-1	-0.5	0	2	4	8	-1	1	-3	0
N/C(=N\OC(=O)CC(c1ccccc1)c1ccccc1)c1cccnc1	-3	-0.3	-7	-1	3	9	8	3	-2	-4
CN1CCN(S(=O)(=O)c2cccc(C(=O)N(C)Cc3cccs3)c2)CC1	1	0.1	1	0	-2	-11	4	2	-6	-1
Cc1ccc(N2CC(NS(=O)(=O)c3cccs3)CC2=O)cc1C (stereo not given)	3	-0.6	5	-2	3	-10	-14	-5	3	-3
CC[C@@]1(C(=O)OC)N[C@H](CN(C)C(=O)COc2ccccc2)[C@@H]2C(=O)N(C)C(=O)[C@@H]21	0	0.7	3	-1	0	11	-2	0	-1	-5
Cc1ccc(S(=O)(=O)NC2(C(=O)O)CCCC2)cc1	2	-0.2	-4	1	-7	-1	0	-1	3	-5
COC(=O)c1cc2n(n1)CCN(Cc1ccc(C)cc1)C2=O	1	0.3	-4	4	1	2	-1	5	-2	-1
O=C(COC(=O)c1ccco1)NCc1ccco1	-2	0.1	-2	-1	6	-4	4	1	-2	-1
CC1(C)Cc2c(sc(NC(=O)Nc3ccccc3)c2C(N)=O)CO1	1	-0.3	-4	2	0	-22	-4	6	2	-5
O=C(CN1C(=O)NC2NC(=O)NC21)N/N=C/c1ccccc1O (stereo not given)	0	-91	1	4	-2	1	-1	-2	0	6
S=C(NCc1cccs1)Nc1ccccc1	-1	0.4	3	3	3	-2	8	2	-1	8
O=C(CNC(=O)c1ccccc1Br)N/N=C\c1cc([N+](=O)[O-])cc(Br)c1O	1	0.4	-2	-1	-8	-1	69*	-1	1	-2
COc1ccc(CNC(=O)Cn2nc(C)c3c(C)n(-c4ccc(C)cc4)nc3c2=O)cc1OC	1	0.5	5	-2	2	-12	1	-1	-2	0
CC(C)(C)NC(=O)CC(CC(=O)O)c1ccccc1 (stereo not given)	-1	0.1	4	-1	2	-2	0	1	-3	-6
COc1cccc(NC(=O)CN(C)C(=O)c2ccc(OCc3ccccc3)c(OC)c2)c1	-1	0.2	3	1	-4	4	-1	0	4	-1
CN(C)S(=O)(=O)c1ccc(N2CCOCC2)c(C(=O)O)c1	3	-0.2	-1	-14	4	-17	5	5	-3	-3
COCCn1c(Cc2ccccc2)nnc1SCc1nc2ccccc2c(=O)[nH]1	0	0.3	-2	-2	1	-9	7	-3	0	-2
COc1ccccc1C(=O)Nc1cccc(NC(=O)c2ccccc2OC)n1	1	-0.1	-6	-7	2	10	3	2	-1	6
Cc1ccc(/C=N\NC(=O)c2ccc3c(c2)OCO3)o1	-2	-0.2	-1	1	1	13	8	-1	4	-2
O=C(OCCN1C(=O)c2cccc3c(N4CCOCC4)ccc(c23)C1=O)c1ccc(Cl)cc1	-10	-1.5	1	9	-7	-6	8	6	29*	4
CN(C)N(C(=O)c1cc(-c2cccs2)nn1-c1ccccc1)C1CCS(=O)(=O)C1 (stereo not given)	-1	-0.4	3	3	-3	2	0	-1	-6	9
COc1ccc(NC(=O)CN(C)CC(=O)Nc2sc3c(c2C#N)CCC3)cc1	1	0.8	2	4	-6	-10	0	8	3	-5
O=S1(=O)CCN(Cc2ccccc2)CC1	-1	-0.7	3	2	-3	-1	3	4	-3	2
O=C(N/N=C/C1CC=CCC1)c1ccc(Cl)cc1O (stereo not given)	0	-0.7	-1	3	-1	3	20*	-2	1	-2
COc1cc(C(=O)NCCC(=O)NCCc2ccc(Cl)cc2)cc(OC)c1OC	-1	0.2	0	0	1	3	-4	-3	-3	1
COc1ccc(C(=O)Cc2nnc(C)s2)cc1	-4	0.2	-7	6	-3	-5	5	1	6	2
N#CCC(=O)N/N=C/c1ccc(OS(=O)(=O)c2ccccc2)cc1	-2	0.2	-2	1	0	-6	5	-5	-2	0
COc1cccc(CNC(=O)CSc2nnc3c(n2)[nH]c2ccc(C)cc23)c1	0	0.8	-1	4	-4	9	4	1	-2	0
O=C(COC(=O)C1CCC(=O)N1)Nc1ccc(Br)cc1 (stereo not given)	0	0.3	4	-4	1	4	7	0	-2	10
O=C(COC(=O)C12CC3CC(CC(Br)(C3)C1)C2)Nc1ccc2[nH]c(=O)[nH]c2c1	-1	0.0	0	6	3	1	3	-2	-1	0
O=C(CC1C(=O)NCCN1Cc1cccc(F)c1)NCCCN1CCCC1=O (stereo not given)	-2	0.2	-1	1	-3	2	13	0	0	-2
Cc1nn(CC(=O)NC(C)c2ccccc2)c(=O)c2ccccc12 (stereo not given)	-3	-0.8	5	2	-7	-7	5	3	0	4
COc1ccc(OCC(O)CNC(=O)c2ccc(OC)cc2)cc1 (stereo not given)	6	-0.1	-2	-7	6	-1	-13	-5	3	7
O=C(CC1C(=O)NCCN1C/C=C/c1ccccc1)NCCCC1CCCC1 (stereo not given)	-2	-0.7	-5	4	1	2	-1	10	-2	-6
CC(=O)Nc1ccc(N2CCCCC2)c(C(=O)Nc2cccc(C)c2)c1	5	1.1	-10	1	1	-5	-5	2	0	-12
CCN1C[C@@H]2[C@@H]3C(=O)N(Cc4ccccc4)C(=O)[C@@H]3[C@](CC)(C1=O)N2C(=O)c1ccccc1	0	0.0	1	-2	1	-1	2	-1	-2	3
C=CCOc1ccc(C=Nc2ccc(Cl)cc2)c(O)c1	-1	-2.1	0	6	-1	6	5	2	-5	0
COc1cccc(S(=O)(=O)Nc2ccc3c(c2)[C@@H]2C[C@H](CC(=O)NCCc4ccccc4)O[C@H](CO)[C@@H]2O3)c1	6	0.4	-3	-2	-2	0	-11	6	-2	-2
CC(C)c1ccc(C(=O)CSc2n[nH]c(-c3ccncc3)n2)cc1	1	0.6	2	-3	0	-7	-4	-6	1	3
COc1ccc(CNC(=O)c2cc(-c3ccc(OC)c(OC)c3)on2)cc1	-2	-0.4	0	-1	3	0	6	-3	-1	-4
COc1cccc(NC(=O)CN(C)C(=O)C2CC(=O)N(CCc3ccc(OC)c(OC)c3)C2)c1 (stereo not given)	-3	-0.7	1	0	2	2	3	0	-3	6
Cc1cccc(N2CN(Cc3cccnc3)CNC2=S)c1	1	-0.1	3	-12	1	-12	-8	-4	4	1
CC1(C)CC(=O)C=C(N2CCOCC2)C1	-2	-0.6	10	-3	1	-8	0	-5	-1	14
CCN1C(=O)CC(Sc2ccccc2N)C1=O (stereo not given)	1	0.7	-5	0	0	2	-7	0	4	2
COc1ccc2oc(=N)c(C(=O)Nc3ccccc3)cc2c1	3	-13	0	0	-1	-3	-10	3	2	3
Cc1nn(C)c(C(=O)N2CCOCC2)c1Cl	2	0.1	5	4	3	-6	-3	2	1	7
COC(=O)c1nnn(CC(=O)Nc2cc(Cl)ccc2C)c1C(=O)OC	7	-2.1	-2	-8	8	-18	-3	-2	4	-6
Nc1nc(C(=O)N2CCOCC2)nn1S(=O)(=O)c1ccccc1	-2	0.4	-4	0	0	-2	3	-1	1	3
CCOC(=O)C(=CNc1cc(C)nn1-c1ccc(Cl)cc1)C(=O)OCC	4	0.1	3	-5	6	-1	-11	0	2	-5
Cc1ccc(NC(=O)COC(=O)C2CC3C=CC2C3)cc1S(=O)(=O)N1CCCCC1 (stereo not given)	-4	0.0	-4	-11	5	6	-1	-2	0	7
Cn1c(-c2ccc(Cl)cc2)cnc1N	-5	1.1	-1	2	-6	13	10	-2	-3	-2
COc1ccc(NC(=S)NCCc2c[nH]c3ccccc23)c(OC)c1	-1	0.0	-3	4	3	-2	5	0	1	1
CSCC[C@H](NC(=O)CCCn1nnc2ccccc2c1=O)C(=O)O	2	-0.4	4	-5	-5	-7	1	-2	4	-1
O=C(NNC(=O)c1cc(-c2ccccc2)n(-c2ccccc2)n1)c1cccc([N+](=O)[O-])c1	4	-0.4	-1	7	-4	0	-2	-1	2	-1
CCC1=C(NCc2ccccc2)COC1=O	-2	0.8	0	6	-3	7	-6	-3	-2	-1
COCCOC(=O)CC1=NC(=O)CS1	1	-0.4	-3	-6	7	3	-2	0	2	-1
New compounds follow.
SMILES	UHRF1 binding	proKLK7 act	DDE Tn7 FP inh	SIAE inh	MBD2 DNA inh	TDP2 inh	TCR CD3 inh	LEDGF integ inh	PRMT1 inh	Tn6 DDE FP
CCOC(=O)N1CCC(n2c(SCC(=O)NCc3ccccc3)nc3ccccc3c2=O)CC1	2	-0.7	4	1	3	-5	0	3	0	-11
CN(C)CCC=C1c2ccccc2CCc2ccccc21	0	-0.6	-5	-2	-2	-3	-2	-3	3	5
CC1(C)C(=O)C2(CCCCC2)C(=O)OC1C(=O)c1ccccc1 (stereo not given)	0	0.0	4	6	-3	1	4	-3	2	8
CCOC(=O)c1[nH]c2ccc(OC)cc2c1N=CN(C)C	1	12	-3	0	6	5	1	-1	-2	15
COc1ccc(/C=C(\NC(=O)c2ccco2)C(=O)N2CCOCC2)cc1	2	0.7	-3	-1	-1	1	-9	3	-3	6
COC(=O)c1c(NC(=O)C(C)C)sc(C(=O)N2CCOCC2)c1C	-1	-0.6	-2	1	-3	-2	3	1	4	8

Sorted by count of non-hydrogen atoms (lowest first): six of the compounds above.
SMILES	UHRF1 binding	proKLK7 act	DDE Tn7 FP inh	SIAE inh	MBD2 DNA inh	TDP2 inh	TCR CD3 inh	LEDGF integ inh	PRMT1 inh	Tn6 DDE FP
COCCOC(=O)CC1=NC(=O)CS1	1	-0.4	-3	-6	7	3	-2	0	2	-1
CCC1=C(NCc2ccccc2)COC1=O	-2	0.8	0	6	-3	7	-6	-3	-2	-1
CCOC(=O)c1[nH]c2ccc(OC)cc2c1N=CN(C)C	1	12	-3	0	6	5	1	-1	-2	15
CC1(C)C(=O)C2(CCCCC2)C(=O)OC1C(=O)c1ccccc1 (stereo not given)	0	0.0	4	6	-3	1	4	-3	2	8
O=C(NNC(=O)c1cc(-c2ccccc2)n(-c2ccccc2)n1)c1cccc([N+](=O)[O-])c1	4	-0.4	-1	7	-4	0	-2	-1	2	-1
CCOC(=O)N1CCC(n2c(SCC(=O)NCc3ccccc3)nc3ccccc3c2=O)CC1	2	-0.7	4	1	3	-5	0	3	0	-11

Random draw from the library; 4.6% or so of the library scored in one or more.
